NR2E3 ag-1: agonists of human nuclear receptor NR2E3; Q9Y5X4; GST-NR2E3/biotin-RetCOR TR-FRET, 1536-well; inhibition of corepressor binding, % at 4.78 µM; hit rate 0.12% among 320,000; AID 2300;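 active = percent inhibition above the cutoff of mean plus 3 SD of all tested compounds, set per screening campaign, cut at about 20% in these data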;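 note: 0% = DMSO wells and 100% = biotin wells as full block of FRET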
Target sequence (Q9Y5X4 whole entry, looked up): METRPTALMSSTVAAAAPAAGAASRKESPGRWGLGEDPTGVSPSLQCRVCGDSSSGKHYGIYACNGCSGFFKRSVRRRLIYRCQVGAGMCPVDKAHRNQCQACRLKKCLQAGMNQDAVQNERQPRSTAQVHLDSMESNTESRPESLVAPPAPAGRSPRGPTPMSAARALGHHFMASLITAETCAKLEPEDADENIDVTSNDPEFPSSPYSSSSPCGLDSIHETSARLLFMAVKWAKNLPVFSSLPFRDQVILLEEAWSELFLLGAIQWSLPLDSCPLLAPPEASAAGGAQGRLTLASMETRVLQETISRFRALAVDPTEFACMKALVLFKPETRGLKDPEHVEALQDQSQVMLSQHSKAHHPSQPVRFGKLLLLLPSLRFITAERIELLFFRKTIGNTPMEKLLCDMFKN
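Material: NR2E3–RetCOR corepressor complex / Amount: 1.35 nM GST-NR2E3 / Medium: Tris pH 7.5 / Compound: single nominal compound dose of 4.8 µM / Incubation: 5 h at 4 °C / Technique: TR-FRET, Eu(K)-anti-GST donor, streptavidin-D2 acceptor, ex 340, em 617/671 nm / Read-out basis: percent loss of FRET ratio relative to control wells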
NR2E3 ag-2: agonists of human NR2E3 nuclear receptor | inhibition of corepressor binding, % at 3.98 µM | CHO-S Gal4-NCOR/VP16-NR2E3 two-hybrid, luciferase | AID 602229 | hit rate 0.35% among 360,000 | Q9Y5X4;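 active = inhibition above the mean of all tested compounds plus 3 SD, cut at about 70% in these data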;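 note: 0% = DMSO with NR2E3 transfected cells and 100% = cells lacking NR2E3 construct; higher means lower luciferase signal from less NR2E3 corepressor binding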
Peg3 prom inh: reduces Peg3 promoter-driven luciferase expression in HeLa; HeLa PEG-Prom luciferase reporter, luminescence, overnight; inhibition, % at 20 µM; hit rate 1.7% among 360,000; AID 588405;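 active = inhibition of at least 50% at 20 µM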
Exocytosis inh: lytic granule exocytosis inhibition | TALL-104 LAMP-1 surface exposure, flow cytometry; cells stimulated with thapsigargin and PMA | hit rate 0.66% among 360,000 | AID 651702 | inhibition, % at 10 µM;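 active = inhibition above about 55%, limit read from the data; inconclusive = no clear call, values can overlap the other calls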
iPSC survival up: enhancers of human iPSC single-cell survival; survival enhancement, % at 20 µM; hiPSC single-cell survival, ATPlite luminescence; 100% = ROCK inhibitor wells, 0% = DMSO; hit rate 0.044% among 360,000; AID 602274; in the data active = survival enhancement above about 18%;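 note: cells exposed to compounds for 16 hours before the ATP read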
TRPM1 prom inh: MITF TRPM1 promoter inhibition in SK-MEL-5 cells; SK-MEL-5 TRPM1 promoter luciferase, 24 h; inhibition, % at 12.5 µM; hit rate 0.83% among 330,000;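 active = mean inhibition across replicates of 60% or more, whatever share of single replicates reaches that level; inconclusive = some that reach 60%, reason not given; inactive = mean inhibition across replicates below 60%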; note: values of inactives mirror those of a sister screen read the other way
HIF-2a inh: HIF-2a inhibition. hit rate 0.72% among 360,000. inhibition, % at 18.8 µM. 786-0 RCC cells HIF-2a reporter, luciferase luminescence, overnight;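 active = inhibition of the luminescence signal of 40% or more relative to plate controls, in a single-dose primary screen at 18.75 µM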
PDI inh: inhibitors of human protein disulfide isomerase; PDI insulin aggregation turbidity, A650, 90 min; P07237; inhibition, % at 10 µM; AID 588391; hit rate 0.052% among 350,000;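 active = mean inhibition across replicates of 30% or more, whatever share of single replicates reach that level; inconclusive = mean inhibition below 30% while every single replicate reaches 30%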;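 note: absorbance from insulin aggregation driven by PDI reduction with DTT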
Target sequence (P07237 whole entry, looked up): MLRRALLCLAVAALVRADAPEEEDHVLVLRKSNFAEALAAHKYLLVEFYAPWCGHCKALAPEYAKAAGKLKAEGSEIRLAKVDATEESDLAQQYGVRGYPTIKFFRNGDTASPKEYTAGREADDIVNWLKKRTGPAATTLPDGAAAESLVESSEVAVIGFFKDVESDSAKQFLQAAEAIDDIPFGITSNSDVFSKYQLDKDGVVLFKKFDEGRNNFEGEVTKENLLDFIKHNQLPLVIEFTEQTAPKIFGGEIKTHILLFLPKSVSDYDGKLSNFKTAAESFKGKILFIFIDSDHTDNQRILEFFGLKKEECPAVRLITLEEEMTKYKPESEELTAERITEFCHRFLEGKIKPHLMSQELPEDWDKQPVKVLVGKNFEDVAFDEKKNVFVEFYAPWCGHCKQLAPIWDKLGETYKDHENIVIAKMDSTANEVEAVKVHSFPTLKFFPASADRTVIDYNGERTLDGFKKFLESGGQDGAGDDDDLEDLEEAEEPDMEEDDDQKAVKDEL
CaV13 ICDI inh: Disruptors of the CACNA1D IQ motif to Ca2+-dependent inactivation inhibitor domain association, primary screening, Förster resonance energy transfer in intact living …; HEK cells, CFP/YFP FRET ICDI-IQ, plate reader, 10 min; percent FRET-ratio fall versus neutral wells; inhibition, % at 12.3 µM; hit rate 0.098% among 340,000; AID 743397;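 active = mean replicate inhibition of at least 30% and at least 1% of replicates passing that level; inconclusive = only one of the two criteria is met; inactive = neither criterion is met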;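 note: 0% = median of the neutral control wells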
Vif imaging: HIV Vif inhibition. HEK293T cells, Vif self-association by quenched fluorescence, imaging, 24 h. inhibition, % at 7.49 µM. hit rate 0.35% among 340,000; in the data active = inhibition above about 50%, passing the limit was not always enough; inconclusive = no clear call, values can overlap the other calls; inactive = below about 31%; note: some results filed as inactive read as strong as hits
aDG glyco act: alpha-DG glycosylation activation; activation, % at 10 µM; Pro5-aDG cells, alpha-DG glycosylation AlphaScreen (IIH6); 0% Pro5, 100% B10-LARGE cell signal; AID 624168; hit rate 0.22% among 360,000;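 active = activation of at least 8% versus controls, or a plate z-score of at least 8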;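 note: Pro5 are CHO cells carrying HIG-tagged alpha-DG that lacks glycosylation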
* marks the source's active call; other numbers are inactive results; ? = inconclusive; / = no result given. This is a random part of the collection; overall some 3.5% were active at least once.

SMILES	NR2E3 ag-1	NR2E3 ag-2	Peg3 prom inh	Exocytosis inh	iPSC survival up	TRPM1 prom inh	HIF-2a inh	PDI inh	CaV13 ICDI inh	Vif imaging	aDG glyco act
CCOc1cc(C(=O)NCc2ccncc2)cc(OCC)c1OCC	4.0	-3.4	7.0	-1.1	-1.4	7.2	-4.0	-4.8	-7.2	-6.7	0.1
Cc1c(NC(=O)c2ccc(S(=O)(=O)Nc3ccccc3F)cc2)c(=O)n(-c2ccccc2)n1C	/	-24.0	4.8	-11.8	0.1	-14.9	7.1	3.2	-6.2	10.1	0.1
C=C(C)COc1ccc(-c2[nH]ncc2Oc2ccccc2OCC)c(O)c1	-0.5	-2.4	13.3	3.8	1.6	-1.8	6.9	7.3	/	2.9	0.6
Cc1ccn2c(=O)nc(SCC(=O)NCc3ccccc3Cl)nc2c1	0.8	-25.7	-6.9	34.3	0.0	-2.3	-2.7	2.1	-4.9	3.6	0.0
CSc1ccc(C(=S)N2CCN(Cc3ccccc3)CC2)cc1	2.4	7.4	20.6	-0.3	-1.3	0.1	10.9	2.4	-4.5	-0.4	-0.1
Clc1ccccc1Cc1noc(CN2CCN3CCCC3C2)n1 (stereo not given)	0.9	6.2	-218.6	-0.9	2.8	1.6	-1.1	2.6	-3.3	0.2	-0.5
COc1ccc(CCN2CC(C(=O)N(C)CCOc3ccccc3)CCC2=O)cc1 (stereo not given)	0.7	-8.7	-10.7	19.8	0.1	3.5	-30.9	4.5	-6.7	1.4	0.3
C#CCOCCOCCOCCNc1nc(N2CCN(C(=O)CCCCCCCCCCNC(=O)[C@@H](CCC(=O)O)n3cc(CCCCCN)nn3)CC2)nc(N2CCN(C(=O)CCCCCCCCCCNC(=O)[C@@H](CCC(=O)O)n3cc(CCCCCN)nn3)CC2)n1	-1.3	11.7	-5.4	-0.8	3.0	1.1	-11.5	1.4	-5.3	-2.5	-0.4
O=C(CNc1cccc(C(F)(F)F)c1)N/N=C/c1cn(-c2ccccc2)nc1-c1ccccc1	0.4	-9.5	-21.6	-4.0	-0.6	-16.8	-34.3	4.1	-4.6	-1.9	0.7
COC(=O)c1ccc2c(=O)n(CCCN3CCCC3=O)c(=S)[nH]c2c1	-0.2	-27.7	-3.0	0.6	-2.4	18.8	-13.3	0.3	-8.1	/	-0.1
CC(OC(=O)CNS(=O)(=O)c1ccc(C#N)cc1)C(=O)Nc1ccc(Cl)cn1 (stereo not given)	-3.4	-34.5	-5.3	-0.6	-0.2	-1.3	-0.3	-5.8	/	3.6	-0.2
CN(C)S(=O)(=O)c1ccc(C(=O)N2CCN(S(=O)(=O)c3ccc4c(c3)OCCO4)CC2)cc1	/	5.0	0.9	-1.6	-1.3	0.1	3.4	-3.6	-4.7	4.3	-0.1
COc1ccc(NC(=O)C(C)N=C2NS(=O)(=O)c3ccccc32)cc1S(N)(=O)=O (stereo not given)	4.1	10.3	2.5	-1.3	0.6	1.3	6.5	8.8	-1.9	2.8	0.0
COCCNC(=O)CSc1nc(-c2ccc(OC)c(OC)c2)cc(C(F)(F)F)n1	4.0	-11.6	8.3	-8.0	10.3	-2.4	13.2	-4.8	/	-7.8	0.2
C[C@@H]1CN([C@H](C)CO)C(=O)CCCn2nncc2CO[C@H]1CN(C)S(=O)(=O)c1ccc(Cl)cc1	/	-12.0	-8.8	-0.4	2.7	/	9.5	1.8	-2.4	-0.6	-0.1
CN(CC(=O)Nc1cccc(F)c1)C(=O)CCCN1C(=O)c2cccc3cccc(c23)C1=O	0.0	-18.4	-61.9	-1.3	-0.2	-32.4	-69.0	-2.4	-1.6	-1.1	-0.1
CC(=O)Nc1ccc(N2CCCCC2)c(C(=O)Nc2cccc(C)c2)c1	-1.1	-31.4	16.0	-2.0	-1.3	4.0	3.5	0.7	-4.2	-9.7	0.3
Cc1ccc(-n2c(P(C)(=O)O)nc3ccccc32)cc1	0.9	5.1	-0.6	-2.3	-0.3	-4.5	-8.7	-0.6	-4.5	-0.9	0.1
CCc1ccccc1N1C(=O)CC(N2CCc3ccccc32)C1=O (stereo not given)	3.5	8.0	11.1	0.0	2.4	4.7	5.8	4.5	-3.6	0.2	0.0
Cc1ccc(-n2nnnc2CSc2nnc(-c3ccc(O)cc3)o2)cc1	-0.4	-12.7	-46.2	-8.5	-0.8	-23.4	-64.9	0.5	-2.7	-8.1	-0.5
Cc1ccc(S(=O)(=O)NCc2ccncc2)c(C)c1C	3.1	80.2*	14.4	-0.5	-1.7	20.8	0.8	3.6	-3.0	0.4	7.2*
CC(C)n1c(=O)c2ccccc2n1Cc1cn(Cc2ccccc2)nn1	/	5.9	-1.1	1.0	0.9	/	-5.0	/	-6.9	6.0	0.1
COc1ccc(CC(=O)OCC(=O)c2ccc(F)cc2)cc1	/	-10.3	3.2	8.2	-2.2	4.7	5.4	-2.8	-7.9	-2.4	0.2
CCOC(=O)c1ccc(N2CN(CC)CNC2=S)cc1	2.2	2.0	3.1	-2.0	-1.4	-8.1	9.2	-1.8	-4.4	?	-0.2
COc1ccc(-n2ccsc2=S)cc1	-1.4	-10.2	-1.4	0.0	-0.1	7.2	1.3	4.5	-7.6	-6.6	-0.2
CCOC(=O)CSCC(=O)Nc1ccc(S(=O)(=O)N2CCCCC2)cc1	-2.1	-1.9	13.6	-2.3	15.1	1.9	15.1	10.1	-3.4	3.4	-0.1
COc1ccccc1N1CCN(C(=O)c2cc(C)oc2C)CC1	2.0	-3.5	-1.2	0.1	-0.4	16.5	9.9	-2.5	-2.2	-1.9	0.0
CC(=O)c1sc(=S)n(-c2ccccc2)c1C	2.0	-4.8	0.8	-1.6	0.3	9.0	9.7	3.0	-18.8	2.3	0.0
COc1ccccc1CNC(=O)c1cc(S(=O)(=O)N2CCCCC2)c[nH]1	4.9	-13.1	13.4	-2.1	-0.6	-4.5	21.9	9.4	-4.4	-6.5	0.0
COCCCNC(=S)Nc1ccc2c(c1)OCCO2	-3.7	-10.7	-36.7	0.2	-0.3	4.0	-81.7	-18.1	-15.2	0.8	-0.1
CC1CCCCC1NC(=O)COc1cccnc1[N+](=O)[O-] (stereo not given)	/	0.1	14.3	0.4	11.0	2.1	-0.8	9.6	-9.7	16.6	-0.3
C=CCNC(=S)N1CCC(C(=O)c2ccc(C)cc2)CC1	-5.7	-9.2	10.7	0.2	-0.7	-2.5	19.1	-2.8	-3.8	-3.0	0.4
CCOc1ccc(NC(=O)CCS(=O)(=O)c2ccc(Br)cc2)cc1	-19.2	-11.7	11.4	10.4	-0.3	5.0	9.8	-1.2	-17.8	-0.4	0.2
COc1ccc(N2C(=O)CCC(C(C)=O)=C2C)cc1	-1.1	3.6	3.1	-0.5	5.3	6.5	3.1	0.6	-7.6	5.8	-0.3
CC(C)CNC(=O)c1cccc(NC(=O)Cc2ccc(Br)cc2)c1	-2.5	-2.3	24.6	-1.6	-2.5	14.4	17.7	-12.0	-4.0	-1.2	0.3
CCC(C(=O)NC(C)c1ccccc1)C(=O)NC(C)c1ccccc1 (stereo not given)	-0.2	-2.3	16.1	17.7	-0.7	11.5	16.0	3.6	-0.9	-7.8	0.0
O=C(O)CCn1cc(/C=N/O)c(-c2cccc([N+](=O)[O-])c2)n1	-0.9	2.0	11.8	-2.7	0.6	3.9	5.0	10.6	-2.1	2.5	-0.2
CC(=NO)C1CCC2C3CCC4=CC(=NO)CCC4(C)C3C(O)CC12C (stereo not given)	/	32.9	28.1	-4.9	-2.1	-6.0	-2.2	2.2	-5.9	-3.3	-0.4
COc1ccccc1N1CCN(c2ncnc3c2oc2ccccc23)CC1	1.7	-52.8	57.5*	8.5	-0.3	2.2	-163.1	-3.6	-5.3	4.0	0.2
CCN1C(=O)c2ccc(C(=O)Nc3c(C)cc(C)cc3C)cc2C1=O	-1.7	-17.3	-0.1	-3.0	-0.5	-4.1	5.2	-4.3	-21.2	0.0	0.6
O=C(Oc1cc(=O)n2ccccc2n1)c1ccccc1	0.8	-17.1	7.8	-5.6	-0.8	1.3	18.1	-10.2	-4.5	-13.0	-0.1
Cc1cc2c(C)nc(N/N=C/c3ccc(F)cc3)nc2o1	-3.9	-15.4	-79.6	0.1	-3.8	-9.5	-108.6	29.7	-2.3	/	-0.3
Cc1ccc(C)c2sc(N3CCN(C(=O)c4ccc([N+](=O)[O-])o4)CC3)nc12	-0.9	24.7	18.6	1.1	-0.1	48.0	31.3	8.7	-6.0	-0.3	1.0
COC(=O)N/N=C/c1ccccc1OCc1ccccc1	-3.7	-27.0	-21.2	4.0	0.9	-13.0	4.3	2.7	-18.8	-5.3	0.5
O=c1cc(O)nc(SCc2ccccc2)[nH]1	-5.0	-12.7	14.8	-1.6	1.0	6.2	2.9	-0.7	-5.3	3.4	0.0
CCOC(=O)c1csc(NC(=O)c2cc(OC)c(OC)c(OC)c2)n1	2.0	-23.6	-6.0	-2.7	-1.3	-0.9	-0.7	-4.1	-6.0	-18.8	-0.7
CCN(CC)c1ccc(C(=C2C=CC(=[N+](CC)CC)C=C2)c2ccc(N(CC)CC)cc2)cc1	/	101.2*	105.6*	-0.1	-0.6	/	97.5*	15.3	-3.1	-21.9	-1.5
C=CCn1c(=O)c2c(nc3n2CC(C)CN3Cc2ccccc2)n(C)c1=O (stereo not given)	-3.0	9.3	20.3	-1.0	0.3	4.4	9.8	-0.8	-4.2	-5.1	0.1
COc1cc(C(=O)O)c2c(c1C)OC(=O)c1c(C)cc(O)c(C=O)c1O2	3.0	12.8	9.8	0.5	0.1	-6.2	1.1	/	/	-9.1	0.9
CC1CCC(NC(=O)CN2CCN(S(=O)(=O)c3cccs3)CC2)CC1 (stereo not given)	4.7	6.0	18.8	15.6	-0.1	4.4	11.1	-9.7	-4.8	6.0	-0.2
O=C(c1ccco1)N1CCN(Cc2nnc(-c3ccccc3)o2)CC1	1.8	4.1	16.1	-0.2	-0.3	-7.9	8.7	-1.1	/	-6.9	-0.2
CCOc1ccc(NS(=O)(=O)c2cc(NC(=O)c3cccc(C)c3)ccc2Cl)cc1	1.1	-15.8	36.3	37.5	-1.6	11.8	9.8	-5.5	-15.2	-7.7	0.6
CCOc1ccc(C(=O)/C=C/c2ccc(SC)cc2)cc1	2.2	-20.4	-8.1	-3.8	-1.0	-5.3	-35.1	-6.2	-7.9	-11.0	0.3

Screening results (PubChem BioAssay)
